# APP 5'UTR act – activators of APP 5'UTR luciferase reporter, primary screen, SH-SY5Y cells; 190,000 compounds, 1% hits; activation, % at 2 µM; SH-SY5Y APP 5'UTR luciferase reporter, luminescence; zero percent = DMSO vehicle wells; AID 1276, 2008;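 active means activation above a set limit, based on mean plus 3 SD of controls, cut at about 140% in these data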; further: values of inactives mirror those of a sister screen read the other way
# Hsp70 activator – Hsp70 transcriptional activators, primary screen, cell-based, HeLa, Hsp70 promoter luciferase, luminescence, 10 µM; 200,000 compounds, 0.04% hits; activation, % at 10 µM; HeLa Hsp70 promoter luciferase reporter; scaled: vehicle 0, proteasome-inhibitor control 100%;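 active means activation above the mean across all tested compounds plus 3 SD, cutoff set per campaign, cut at about 5.5% in these data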;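 further: 100% = MG132 at 30 µM as the positive control and 0% = DMSO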
# Redox H2O2 prof – compounds producing H2O2 with reducing agent – biochemical, NIH compound library profiling, artefact control for MLSCN library redox annotation, primary screen; DTT-dependent redox cycling H2O2, phenol red/HRP absorbance; 100% = 100 µM peroxide control, 0% = buffer; activation, % at 10 µM; 200,000 compounds, 0.03% hits; AID 878, 2007;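 active means activation of at least 50% relative to the plate's high and low controls in the primary single-dose screen; inactive means activation below 50%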;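 further: compound incubated with DTT at 0.8 mM final as the reducing agent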
# APP 5UTR inh – inhibitors of APP translation via 5'UTR reporter, primary screen, APP 5'UTR luciferase, SH-SY5Y cells; AID 1285, 2008; SH-SY5Y APP 5'UTR-luciferase reporter, luminescence; 190,000 compounds, 0.82% hits; inhibition, % at 2 µM;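 active means inhibition above a set limit, derived from the sample mean plus 3 SD, cut at about 45% in these data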; further: values of inactives mirror those of a sister screen read the other way
# NF-kB expr up – activators of NF-kB expression in neurons, primary screen, cell-based, HTS; human neuronal cells, NF-kB reporter expression; active compounds read high; fold change at 12.5 µM; 190,000 compounds, 1.6% hits; in the data active means fold change above about 3.3
# HMGR II inh – inhibitors of E. faecalis class II HMGR, primary screen, biochemical, Enterococcus faecalis | inhibition, % at 10 µM | 190,000 compounds, 0.41% hits | AID 1066, 2008 | purified E. faecalis HMGR, NADPH absorbance 340 nm kinetic;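 active means inhibition above a set limit, the median over all tested compounds plus 3 SD, cut at about 9.5% in these data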;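 further: enzyme runs in reverse so mevalonate oxidation gives rising NADPH absorbance; 0% = complete reaction with DMSO and 100% = background rate lacking mevalonate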
# FLuc act counter – FLuc activators, initial screening, artefact control for FLuc-dependent activation tests, biochemical, ATPlite luminescence; Luciferin 4-monooxygenase (Photinus pyralis), P08659; ATPlite luciferase biochemical, 10 min; 0 = ATP-free wells, 1 = DMSO control; activation factor at 10 µM; 200,000 tested, under 10 active; AID 1027, 2008;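 active means luciferase activation factor, scaled between plate controls, of at least 2 with compound at 10 µM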
# Target sequence (P08659 whole entry, looked up): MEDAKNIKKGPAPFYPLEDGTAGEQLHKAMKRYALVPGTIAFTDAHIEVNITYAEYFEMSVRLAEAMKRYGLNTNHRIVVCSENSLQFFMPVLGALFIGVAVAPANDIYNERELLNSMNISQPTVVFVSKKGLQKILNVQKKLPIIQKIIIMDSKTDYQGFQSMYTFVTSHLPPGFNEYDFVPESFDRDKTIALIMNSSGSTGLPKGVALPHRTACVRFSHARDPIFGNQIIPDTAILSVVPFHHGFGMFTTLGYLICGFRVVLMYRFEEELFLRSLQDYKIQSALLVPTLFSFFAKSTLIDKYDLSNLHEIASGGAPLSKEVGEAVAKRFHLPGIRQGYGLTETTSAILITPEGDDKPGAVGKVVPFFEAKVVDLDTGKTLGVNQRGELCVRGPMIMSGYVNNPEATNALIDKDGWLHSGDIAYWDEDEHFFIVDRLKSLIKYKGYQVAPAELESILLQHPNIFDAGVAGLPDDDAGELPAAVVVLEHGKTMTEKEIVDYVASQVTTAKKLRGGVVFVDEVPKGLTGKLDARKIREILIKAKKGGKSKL
#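 Assay system: Luciferase/luciferin detection reagent, cell-free biochemical luciferase assay / Also added: ATP substrate / Schedule: 10 min at ambient temperature / Measured by: luminescence measurement of luciferase light output / Benchmarks: low control with PBS replacing ATP, high control enzyme plus ATP without compound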
# STAT1 activator – STAT1 signaling activators, primary screen, cell-based, HTS, luciferase reporter. NIH 3T3 STAT1-luciferase reporter, IFN-gamma, luminescence; 100% = IFN-gamma alone, no compound. activation (% of control), % at 5.5 µM. 200,000 compounds, 2.6% hits. AID 932, 2007;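 active means activation above the screen-wide mean activation plus 3 SD, cut at about 130% in these data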;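 further: raw ratio to IFN-gamma control signal so 100% means no change and 0% no light; values of inactives mirror those of a sister screen read the other way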
# FLuc inh counter – firefly luciferase enzyme inhibitors, primary screen, artefact control for luciferase-based inhibitor screens, biochemical, luminescence, ATPLite. 10 min. 200,000 compounds, 1.5% hits. inhibition, % at 10 µM;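 active means inhibition above about 50% when tested at 10 µM, limit read from the data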
# G6PDH counter – L. mesenteroides G6PDH inhibitors, counter-screen for G6PDH-coupled screening assays, biochemical, Leuconostoc mesenteroides enzyme; glucose-6-phosphate dehydrogenase [Leuconostoc mesenteroides]; Purified L. mesenteroides G6PDH, diaphorase/resazurin coupled fluorescence, 45 min; inhibition, % at 5 µM; 200,000 compounds, 0.12% hits; AID 1020, 2008; in the data active means inhibition above about 50%
# * marks the source's active call; other numbers are inactive results; . = not tested or not shown. Hits appear at their usual frequency, and some 5.3% of all compounds hit somewhere here.
SMILES,APP 5'UTR act,Hsp70 activator,Redox H2O2 prof,APP 5UTR inh,NF-kB expr up,HMGR II inh,FLuc act counter,STAT1 activator,FLuc inh counter,G6PDH counter
Cc1cccc(NC(=O)Cn2nnc(C(=O)NCc3ccco3)c2N)c1,11,-0.3,0.1,-11,1.1,-4,1.1,91,-5,8
Cn1c(=O)c2c(O)c(Cc3ccccc3)c(=O)[nH]c2n(C)c1=O,17,-0.2,-0.2,-17,1.2,-1,1,102,-4,1
Cc1cccc(NC(=O)C2C(c3ccccc3)C2(Cl)Cl)c1 (stereo unspecified),-16,-0.3,-0.3,16,1.2,-11,1,100,-3,7
O=C(N/C(=C/c1ccco1)C(=O)N1CCCCCC1)c1cccs1,-4,0.1,1.5,4,1.1,-3,1.1,108,-7,2
CCOc1cc(/C=C2\N=C(C)OC2=O)cc(Br)c1OCC(=O)OC,-2,-0.1,-8.2,2,1.2,-2,1,98,4,5
CCN(CC(=O)NC(=O)NCc1ccccc1)Cc1nc2ccccc2c(=O)[nH]1,5,0.1,-0.7,-5,1.2,5,1,91,-3,2
Cc1ccc(CN2C(=O)N/C(=C\c3ccc(N4CCOCC4)cc3)C2=O)cc1,2,-0.3,-0.2,-2,1,1,1,106,-1,3
CN(c1nc2ccccc2n2c(-c3ccco3)nnc12)S(=O)(=O)c1ccccc1,4,-0.6,0.0,-4,0.98,-3,1,99,-3,12
CN(C)S(=O)(=O)c1cc(NC(=O)CSc2ncc(C(F)(F)F)cc2Cl)ccc1Cl,9,-0.2,0.2,-10,0.88,1,1,98,-2,0
O=C(CCCN1C(=O)/C(=C\c2cccc(Br)c2)SC1=S)Nc1cccnc1,5,-0.1,-1.8,-5,.,-3,1.1,90,-10,-2
Cc1ccc(S(=O)(=O)N(C)C)cc1NC(=O)c1cc(=O)[nH]c2ccccc12,1,-0.1,0.0,-1,0.94,2,1,94,-2,9
O=C1CCc2cc(S(=O)(=O)NCCC(=O)N3CCN(c4cccc(Cl)c4)CC3)ccc2N1,-2,0.0,-0.6,2,0.81,1,1,104,-2,4
O=C(Nc1nnc(CSCc2ccc(F)cc2)s1)c1cccc([N+](=O)[O-])c1,-2,-0.4,-0.1,2,0.84,-6,1.1,94,-8,-14
Cc1ccsc1/C=N/NC(=O)c1ccco1,8,-0.3,-0.8,-8,1.6,-6,0.9,101,13,-1
O=C1C2C(C(=O)N1Cc1ccco1)C1C=CC2C12CC2 (stereo unspecified),-7,-0.1,2.5,7,1.1,-10,1,99,0,12
CCn1c(SCC(=O)NC2CCCc3ccccc32)nnc1-c1ccncc1 (stereo unspecified),1,0.1,-0.3,-1,1.1,2,1,111,-2,-6
COc1ccc(-n2cc(C(=O)Nc3cc([N+](=O)[O-])ccc3OC)c3ccccc3c2=O)cc1,-15,-0.1,0.1,15,0.58,-7,1,98,-4,2
Cc1ccc(NS(=O)(=O)c2ccccc2[N+](=O)[O-])cc1C,11,-0.2,1.9,-11,1.3,-6,1,99,-2,9
Cn1c(C(O)c2ccc(Cl)cc2)nc(Cl)c1Cl (stereo unspecified),8,-0.1,0.4,-8,1,-3,1.1,105,-8,10
C=CCNC(=O)c1cccc(NS(=O)(=O)c2ccc(Cl)cc2)c1,7,0.0,6.2,-7,1.1,-2,1.1,105,-6,-1
O=C(O)Cc1sc(Nc2ccc(F)cc2)nc1-c1cccs1,26,0.2,-1.6,-26,1.6,-7,0.9,120,5,4
Cc1ccccc1OCc1nnc(SCC(=O)N2c3ccccc3Sc3ccc(Cl)cc32)o1,15,-0.2,0.8,-15,0.87,3,1,101,-3,6
COc1ccc(-c2cc(C(=O)Nc3ccccc3N3CCOCC3)c3ccccc3n2)cc1OC,-1,-0.3,0.0,1,0.34,1,1,95,-2,-6
CCOC(=O)C=C(C(=O)OCC)C(=O)OCC,-1,0.2,2.6,1,1,4,1.1,101,-8,13
CCCCc1ccc(CC2S/C(=C(\C#N)C(=O)N3CCOCC3)N(c3ccccc3)C2=O)cc1 (stereo unspecified),13,-0.1,0.2,-13,1.1,-3,1,100,-3,-2
O=C(CCN1C(=O)c2ccccc2C1=O)NCCCn1ccnc1,-5,-0.1,-0.1,5,1.1,-1,1.1,105,-8,3
COC(=O)C1=C(CN2CCN(C)CC2)NC(=O)NC1c1cc(C)ccc1C (stereo unspecified),-9,-0.3,-0.6,9,0.92,-1,1,90,-1,-7
COC(=O)c1cn(Cc2cccnc2)c(=O)c2ccccc12,11,-0.4,-0.9,-11,1,-2,1,98,-2,4
Cc1c(C(Nc2ccccn2)c2ccccc2)c(=O)n(-c2ccccc2)n1C (stereo unspecified),13,-0.6,1.4,-13,0.94,0,1,104,-4,-3
NC(=O)C1(N2CCCCC2)CCN(C2CC(=O)N(Cc3ccc(N4CCCC4=O)cc3)C2=O)CC1 (stereo unspecified),11,0.1,0.1,-11,0.97,0,1.1,107,-5,-2

# 2 of these compounds, reformatted:
SMILES	APP 5'UTR act	Hsp70 activator	Redox H2O2 prof	APP 5UTR inh	NF-kB expr up	HMGR II inh	FLuc act counter	STAT1 activator	FLuc inh counter	G6PDH counter
COc1ccc(-n2cc(C(=O)Nc3cc([N+](=O)[O-])ccc3OC)c3ccccc3c2=O)cc1	-15	-0.1	0.1	15	0.58	-7	1	98	-4	2
Cc1ccc(NS(=O)(=O)c2ccccc2[N+](=O)[O-])cc1C	11	-0.2	1.9	-11	1.3	-6	1	99	-2	9

# Arranged by the number under Redox H2O2 prof (high to low): some entries from above.
SMILES | Redox H2O2 prof
Cc1cccc(NC(=O)Cn2nnc(C(=O)NCc3ccco3)c2N)c1 | 0.1
COC(=O)C1=C(CN2CCN(C)CC2)NC(=O)NC1c1cc(C)ccc1C (stereo unspecified) | -0.6
CCOc1cc(/C=C2\N=C(C)OC2=O)cc(Br)c1OCC(=O)OC | -8.2

# Later entries:
SMILES,APP 5'UTR act,Hsp70 activator,Redox H2O2 prof,APP 5UTR inh,NF-kB expr up,HMGR II inh,FLuc act counter,STAT1 activator,FLuc inh counter,G6PDH counter
CCC(C)c1ccc(NC(=O)C2CCN(c3ncccn3)CC2)cc1 (stereo unspecified),9,-0.5,1.2,-9,1,0,1.1,97,-7,10
CCOC(=O)c1cnc(SCc2nc(N)nc(Nc3ccc(F)cc3)n2)nc1N,-27,-0.4,2.7,27,0.56,-1,1,104,-1,-61
COCC(=O)Nc1ccc(C(N)=O)cc1,20,0.0,1.0,-20,1,-10,1.1,97,-6,6
CC(C)(C)n1nc2c(c1NC(=O)Cc1ccccc1)CS(=O)(=O)C2,1,-0.2,-0.1,-1,1,1,1,99,-5,4
C=CCc1ccccc1OCCCCN1CCCC1,-22,-0.2,-2.4,22,1.1,-3,1,101,-1,-1
Cc1ccccc1N1CC(C(=O)Nc2nnc(SCC(=O)Nc3nccs3)s2)CC1=O (stereo unspecified),-18,-0.2,0.0,18,1,-6,1.1,94,-8,2
COc1cccc(NC(=O)CC(C)=O)c1,0,0.5,0.0,0,0.93,3,1,103,0,10
CCn1c(SCC(=O)Nc2cccc(F)c2)nnc1-c1cc2cc(Br)ccc2o1,10,-0.2,-3.1,-10,1.1,-3,1,103,2,-28
CCC(CC)NC(=O)c1ccc2c(c1)OCCO2,-12,-0.3,0.1,12,1.1,-3,1,100,-4,-5
Cc1ccc(C(O)(COC(=O)C(C)C)COC(=O)C(C)C)c(O)c1,-12,-0.2,-0.1,12,1.2,-1,1,97,-3,5
CCOCCCN1C(=O)CN(C2CCCCC2)C(=O)C1c1ccc(OCC)c(OC)c1 (stereo unspecified),-14,-0.5,-0.1,14,1.2,-2,1,97,-3,6
O=[N+]([O-])c1ccc(O)c2cccnc12,-8,-0.1,-1.2,8,1.1,-9,1,118,-1,2
CN(C)c1ccc(/C=N/Nc2ccc(-n3ccnc3)nn2)cc1,5,0.1,-1.7,-5,0.5,-5,1,117,1,-2
O=C(NCC1([N+](=O)[O-])CN(C(=O)c2ccccc2)CN(C(=O)c2ccccc2)C1)c1ccccc1,3,0.2,3.5,-4,0.93,-8,1.1,106,-6,11
CCOC(=O)C(C)Sc1nc(-c2ccccc2)nc2ccc(F)cc12 (stereo unspecified),-2,-0.1,1.7,2,0.97,-8,1.1,102,-6,4
Cc1ccc(Cn2nnnc2CN2CCC(O)(c3ccccc3F)CC2)cc1,16,0.0,-2.4,-16,1.2,-2,1,105,-3,6
N#Cc1ccc(/C=N/NC(=O)c2cccc(S(=O)(=O)N3CCOCC3)c2)cc1,-1,-0.1,-2.3,1,1.7,-7,1.1,96,-6,2
CCc1nnc(NS(=O)(=O)c2ccc(NS(=O)(=O)c3ccccc3)cc2)s1,-4,0.2,3.0,4,1.1,0,1.1,102,-7,2
CCn1c(O)c(N=NC(=O)CNc2ccc(C)cc2)c2ccccc21,0,-0.1,-0.2,0,1.2,0,1.1,109,-7,-1
CCCn1c(SCC(=O)N2CCCCC2)nnc1C(C)C,-15,-0.3,-0.1,15,2.1,3,1,101,-4,10
CC(C)C(=O)NC(Nc1cccc2cccnc12)C(Cl)(Cl)Cl (stereo unspecified),1,-0.2,-6.2,-1,1.1,-1,1,88,-3,9
CC1Cc2ccccc2N1C(=O)CO/N=C/c1ccc(OC(F)F)cc1 (stereo unspecified),1,-0.4,-0.5,-1,1.2,-3,1.1,97,-8,-2
CC(C)CC1CCCCC1OC(=O)CN1CCCCC1 (stereo unspecified),11,-0.5,-0.8,-11,1,-5,1,105,-3,6
COc1cccc(CNC(=O)C2CCN(S(=O)(=O)c3cnc[nH]3)CC2)c1,1,0.5,-3.2,-1,1.1,1,1,99,-2,6
O=S(=O)(/C=C/c1ccccc1)NCc1ccccc1Cl,-13,-0.3,0.3,13,0.88,3,1.1,109,-9,11
CCCc1nnc(NC(=O)COC(=O)c2cc(C)nc3ccccc23)s1,-1,0.5,-4.0,1,0.97,-3,1,99,-4,5
CCOc1ccc(CNCc2cccnc2)cc1,3,-0.4,1.3,-4,1,2,1,97,-3,9
COc1cc(CCC(=O)OCc2nnc(-c3ccccc3)o2)cc(OC)c1OC,1,-0.2,-0.7,-1,1.4,1,1,101,-5,7
COc1cc(CC(=O)Nc2ncc(C)s2)cc(OC)c1OC,-6,0.0,1.6,6,1.3,-3,1,82,-3,5
CCOCCc1c(O)nc(SCCOc2ccc(C)c(C)c2)[nH]c1=O,0,-0.5,0.2,0,0.97,-6,1.1,112,-5,4
Cc1ccccc1N1C(N)=NC(N)=NC1(C)C,4,0.6,0.3,-4,1.7,-3,1,106,-1,16
O=C(Cn1nnc(-c2ccccc2NC(=O)c2ccco2)n1)NC1CCCCC1,-3,-0.1,1.4,3,1,1,1.1,99,-8,1
COc1cc(C(=O)OCC(C)=O)ccc1OCc1c(C)noc1C,-14,-0.1,-0.1,14,1.4,-4,1.1,98,-9,4
